TEAD-YAP inh: TEAD-YAP interaction inhibition. HEK-TIYL cells, TEAD-Gal4/YAP UAS-luciferase luminescence. inhibition, % at 9.12 µM. actives 1.4% (n = 640,000). AID 1259422; in the data active means inhibition above about 32%;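 further: 0% = median of test compound wells and 100% = reference inhibitor wells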
GPR151 ag: human GPR151 activation; PathHunter beta-arrestin GPR151 cells, luminescence; actives 1% (n = 650,000); AID 1508602; Q8TDV0; activation, % at 11.2 µM; in the data active means activation above about 4.9%;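 further: 0% = median of compound wells and 100% = cells with positive control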
Target sequence (Q8TDV0 whole entry, looked up): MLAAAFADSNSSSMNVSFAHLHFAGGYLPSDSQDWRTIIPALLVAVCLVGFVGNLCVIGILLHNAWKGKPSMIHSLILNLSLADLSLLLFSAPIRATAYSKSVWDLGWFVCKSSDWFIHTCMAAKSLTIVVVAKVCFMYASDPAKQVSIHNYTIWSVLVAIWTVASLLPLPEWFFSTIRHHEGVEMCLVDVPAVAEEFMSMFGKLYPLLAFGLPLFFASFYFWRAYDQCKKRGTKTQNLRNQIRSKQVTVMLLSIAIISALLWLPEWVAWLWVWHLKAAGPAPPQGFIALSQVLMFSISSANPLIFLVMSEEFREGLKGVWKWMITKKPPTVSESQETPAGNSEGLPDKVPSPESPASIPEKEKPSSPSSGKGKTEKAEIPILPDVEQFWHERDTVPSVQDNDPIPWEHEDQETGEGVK
FBW7 activator: activators of human E3 ligase FBW7 | actives 0.13% (n = 650,000) | Q969H0 | normalized activity (activation), % at 26.1 µM | AlphaScreen FBW7–phospho-cyclin E peptide binding, activator screen; in the data active means normalized activity above about 1.9%;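 further: purified mutant Fbw7 with reduced substrate affinity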
MITF primary: inhibitors of human MITF | AlphaScreen MITF homodimerization, bead proximity signal | inhibition, % at 2.6 µM | actives 0.91% (n = 650,000) | AID 1259374; in the data active means inhibition above about 50%;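 further: 0% = vehicle wells with protein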
Target sequence (O75030 whole entry, looked up): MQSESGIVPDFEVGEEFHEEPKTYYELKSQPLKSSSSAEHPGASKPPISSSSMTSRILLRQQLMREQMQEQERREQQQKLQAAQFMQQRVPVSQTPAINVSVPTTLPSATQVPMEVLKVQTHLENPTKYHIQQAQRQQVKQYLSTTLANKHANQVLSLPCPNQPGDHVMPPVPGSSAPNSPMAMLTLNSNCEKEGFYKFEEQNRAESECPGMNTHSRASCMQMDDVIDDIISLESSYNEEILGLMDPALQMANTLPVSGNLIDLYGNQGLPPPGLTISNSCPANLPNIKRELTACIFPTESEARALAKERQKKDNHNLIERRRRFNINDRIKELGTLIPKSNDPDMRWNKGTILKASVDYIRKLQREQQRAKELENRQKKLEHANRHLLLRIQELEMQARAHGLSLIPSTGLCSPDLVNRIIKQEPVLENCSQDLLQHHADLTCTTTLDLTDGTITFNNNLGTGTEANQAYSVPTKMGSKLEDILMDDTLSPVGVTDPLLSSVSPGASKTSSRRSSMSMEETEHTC
Numbers without * were called inactive; · = no result given. Compounds were not picked by outcome; about 3.5% have a hit in one of these screens.

SMILES | TEAD-YAP inh | GPR151 ag | FBW7 activator | MITF primary
C=C(C)CNC(=S)N/N=C/c1ccc(N2CCOCC2)cc1 | -2 | -0.6 | 0.2 | 0
CC1CN(S(=O)(=O)c2ccc(C(=O)Nc3cccc(-c4nc5ccccc5s4)c3)cc2)CC(C)O1 (stereo not given) | -11 | -0.9 | 0.9 | 17
CCOC(=O)CSc1ccc(C(=O)NCC(C)C)cc1[N+](=O)[O-] | -7 | 0.0 | -0.1 | 0
Cc1ccc(-c2noc(CN(C(=O)c3ccccc3)C(C)C)n2)cc1 | 0 | 0.5 | -0.1 | -9
Cc1ccc(-c2ncn(-c3ccc(Nc4cc(-c5cnn(C)c5)c(Cl)cn4)cc3)n2)cn1 | 3 | 0.8 | 0.7 | 17
CCOC(=O)c1ccc(S(=O)(=O)N2CCOCC2)cc1 | 2 | -0.3 | -0.1 | 3
CCN(CC)S(=O)(=O)c1ccc(F)c(C(=O)Nc2ccccc2C(F)(F)F)c1 | -1 | -0.5 | 0.1 | 15
COc1ccccc1CNc1nc(CN2CCN(C(C)=O)CC2)nc2c(C)cccc12 | 0 | -0.8 | 0.1 | -7
Cn1c(=O)[nH]c(=O)c2c1nc(N1CCN(c3cccc(Cl)c3)CC1)n2Cc1ccccc1Cl | 5 | -0.2 | -0.1 | -4
COc1ccccc1NC(=O)COc1nc(=O)[nH]n1-c1cccc(F)c1 | 6 | -0.8 | 0.0 | 2
CC(C)n1c(-c2ccc(C(=O)NC3CC3)cc2)nc2c(NCc3nc4ccccc4[nH]3)ncnc21 | -5 | 1.1 | 0.1 | 15
O=c1oc2ccc([N+](=O)[O-])cc2n1CCBr | -8 | 1.3 | 0.5 | 14
COc1ccccc1NC(=O)c1csc2nc(-c3ccc(F)cc3)cn12 | 15 | 1.9 | -0.1 | 1
Cc1ccccc1Nc1nc(N)nc(CSc2nncn2C)n1 | -4 | -0.2 | 0.0 | -3
CN(C)C(=O)COc1cccc(Nc2ccc(Br)cn2)c1 | -24 | -0.3 | 0.0 | 6
COc1cc(CN2CCSCC2)ccc1O | -3 | 2.1 | 0.0 | 30
O=C(COC(=O)CSc1cccc[n+]1[O-])NC12CC3CC(CC(C3)C1)C2 | 4 | 0.4 | 0.1 | -1
COc1ccc(N=c2ssc3c2-c2ccc(C)cc2NC3(C)C)c(OC)c1 | -4 | -0.7 | -0.1 | 2
O=C(NCc1ccccc1)c1nn2c(C(F)(F)F)cc(-c3ccccc3)nc2c1Br | 1 | -0.6 | 0.1 | 0
CCOC(=O)c1ccc(CN(Cc2ccccc2)S(=O)(=O)c2ccc(F)cc2)cc1 | -9 | 0.2 | 0.0 | -5
CCN(CC)c1nc(Nc2cc(OC)c(OC)c(OC)c2)nc(Nc2ccncn2)n1 | -3 | -1.0 | 0.4 | 13
COc1c2occc2c(OC)c2c(=O)cc(C(F)(F)C(F)(F)F)oc12 | 6 | 5.3* | 0.0 | 10
Cn1c(=O)[nH]c(=O)c2[nH]c(CN3CCN(C(=O)c4ccco4)CC3)nc21 | -4 | 0.4 | 0.1 | 4
O=C(O)CCC(=O)N1N=C(c2ccccc2)CC1c1ccc2nccnc2c1 (stereo not given) | 1 | 0.8 | -0.1 | 8
CCN1CCN(C(=O)Cn2cc3c(n2)CCCCC3)CC1 | -3 | -1.2 | 0.6 | 14

Part of the list above with just MITF primary and TEAD-YAP inh.
molecule,MITF primary,TEAD-YAP inh
COc1c2occc2c(OC)c2c(=O)cc(C(F)(F)C(F)(F)F)oc12,10,6
Cn1c(=O)[nH]c(=O)c2[nH]c(CN3CCN(C(=O)c4ccco4)CC3)nc21,4,-4

Additional records follow:
SMILES | TEAD-YAP inh | GPR151 ag | FBW7 activator | MITF primary
O=C(O)CCCNC(=O)CC1S/C(=N/N=C/c2ccco2)NC1=O (stereo not given) | -4 | -1.6 | -0.1 | 6
O=C(Oc1ccc(OC(=O)c2ccc(Br)o2)c(Cl)c1)c1ccc(Br)o1 | 2 | 2.0 | 0.0 | 8
Cc1ccc2c(c1)N(C(=O)Nc1ccc(Br)cc1)CCO2 | -2 | -0.5 | -0.1 | -6
CCc1nnc(NC(=O)CSc2ccc(-c3ccc(F)cc3)nn2)s1 | 2 | -0.4 | 0.6 | 1
CCCC(c1nnnn1CCc1ccccc1)N1CCN(C)CC1 (stereo not given) | -15 | -1.2 | -0.2 | -5
COCCNc1nnc(-c2cccnc2)s1 | -8 | 1.2 | 0.1 | 10
CCCCCCOC(=O)c1ccc2c(c1)C(=O)N(c1cccc(N)c1)C2=O | 8 | -0.5 | -0.5 | -2
C=C1c2cc(OCC)ccc2NC(=O)N1CC | 12 | 0.4 | -0.1 | -6
O=C(NCc1cccnc1)c1cccc(S(=O)(=O)NCc2cccnc2)c1 | 1 | 1.0 | 1.0 | 18
COc1ccc(C(O)C(F)(F)F)cc1 (stereo not given) | -4 | -0.9 | 0.8 | 10
COc1cc(NC(=O)c2cncc(-c3ccc(C(N)=O)cc3)c2)cc(OC)c1OC | 5 | -0.7 | -0.1 | 10
COc1cc(C(=O)CSc2cccc[n+]2[O-])cc(OC)c1OC | 6 | 0.3 | -0.1 | 4
CC(C)CCN(CC(=O)NCc1ccco1)S(=O)(=O)c1ccc(F)cc1 | 0 | -2.1 | 0.2 | 25
CC(C)N1CC(O)=C(c2ccccc2)C1=N | 8 | 1.5 | 0.4 | 1
Nc1nc(NCCN2CCOCC2)cc(-c2csc3ccccc23)n1 | 7 | -0.8 | 0.3 | 17
CCOC(=O)C1=C(c2ccccc2)NC(SC)=C(C#N)C1c1ccco1 (stereo not given) | -7 | -0.7 | -0.3 | 1
CCOc1ccc(/C=C2\N=C(c3ccc([N+](=O)[O-])cc3)OC2=O)cc1 | 4 | -0.1 | 0.2 | 6
CCc1cccc2sc(NC(=O)c3ccccc3S(C)(=O)=O)nc12 | -1 | 0.5 | -0.1 | 1
CCOC(=O)N1CCC(N(CC)Cc2ccccc2)CC1 | -9 | -0.3 | 0.0 | -1
COc1ccc(-n2nc(C(=O)Nc3ccc(F)cc3)c3ccccc3c2=O)cc1 | -5 | -0.7 | 0.0 | 6
O=C(OCC(=O)c1ccccc1Br)c1cc(=O)c2ccccc2o1 | 2 | 1.3 | 0.5 | 17
O=C(CNS(=O)(=O)c1cccs1)N1CCCCC1 | -25 | -0.4 | 0.2 | 11
O=C1N=C(N2CCN(c3ccccc3)CC2)S/C1=C/c1cccs1 | -7 | 0.2 | 0.0 | -4
COc1cccc(/C=N/NC(=O)C(=O)NCc2ccco2)c1O | 0 | -0.1 | 0.0 | -80
COc1ccc(S(=O)(=O)N(CC(=O)Nc2ccccc2F)c2ccc(Cl)cc2)cc1 | 13 | -1.9 | 0.2 | -11

Next records
SMILES | TEAD-YAP inh | GPR151 ag | FBW7 activator | MITF primary
CNC(=O)C12CC3CC(CC(Cl)(C3)C1)C2 | -2 | 0.4 | 0.2 | -14
CC(Cc1nnc(N)s1)c1ccccc1 (stereo not given) | -4 | -1.2 | 0.0 | 6
COc1ccc(N(C(C)C(=O)N2CCN(c3ccccc3F)CC2)S(C)(=O)=O)cc1 (stereo not given) | -2 | -1.9 | -0.2 | -6
CCOc1ccccc1C(=O)Nc1c2c(nn1-c1cccc(Cl)c1)CS(=O)(=O)C2 | -9 | -0.4 | -0.1 | -5
CCOC(=O)c1ccc(-n2c(C)cc(/C=C(\C#N)C(=O)NCC3CCCO3)c2C)cc1 (stereo not given) | 6 | 1.3 | -0.1 | 7
CCOc1ccc(N(C)S(=O)(=O)c2ccc3[nH]cc(C(=O)N4CCc5ccccc5C4)c(=O)c3c2)cc1 | 4 | -1.7 | -0.1 | -11
C[C@@H]1CN(C(=O)c2cc(COc3c(F)cccc3F)on2)C[C@H](C)O1 | -52 | -0.5 | 0.1 | 9
O=C(Cn1nnnc1CN1CCCCCC1)NC(c1cccnc1)C(F)(F)F (stereo not given) | 6 | -0.4 | 0.2 | 14
CC(C)(C)CNC(=O)c1cnc2sccn2c1=O | -21 | 0.0 | -0.2 | 5
CCn1c(C(=O)O)c(CNCc2ccccc2Cl)c2ccccc21 | -4 | -0.3 | 0.0 | 0
Cc1c(/C=C(\C#N)C(=O)O)cc(C#N)n1C | -1 | 0.4 | -0.3 | -6
Cc1[nH]c(=O)[nH]c(=O)c1S(=O)(=O)Nc1ccc(Br)cc1 | 7 | 0.5 | 0.0 | -2
COC(=O)NC1(C(F)(F)F)NC(=O)N(C2CCCC2)C1=O (stereo not given) | 4 | 0.8 | -0.4 | -14
O=C(Nc1ccc2oc(-c3ccc(F)cc3Cl)nc2c1)c1ccccc1 | -6 | 1.4 | -0.2 | 11
Cc1ccc(OCC(=O)N2CCCC(CCC(=O)N(C)CCc3ccccn3)C2)cc1 (stereo not given) | 2 | 0.9 | -0.2 | 10
Cc1ccc(NC(=O)CC2S/C(=N/c3nccs3)N(C)C2=O)cc1C (stereo not given) | 3 | 0.7 | -0.1 | -4
CC1=C(C(=O)OC2CCCCC2)C(c2cccc(I)c2)C2=C(CC(C)(C)CC2=O)N1 (stereo not given) | -16 | 0.9 | 0.1 | -1
OC1CCCN(Cc2ccc(Cl)c(Cl)c2)C1 (stereo not given) | -6 | -0.3 | -0.2 | -12
O=C1N[C@@H](Cc2ccccc2)C(=O)N2CCN(Cc3ccsc3)C[C@H]12 | -2 | -1.6 | 0.0 | -19
CCOc1ccc(C2CC(=O)NC3=C2C(=O)CC(c2cc(OC)ccc2OC)C3)cc1 (stereo not given) | 4 | -0.6 | 0.0 | 12
C=CCNC(=O)CSc1nnc2c3cc(OCC)ccc3n(C)c2n1 | -2 | 0.2 | -0.2 | 7
COc1cc(O)c2c(=O)cc(C)oc2c1CC=C(C)C | 1 | 3.0 | 0.0 | 1
Cc1ccccc1-c1c(C)oc2cc(O)ccc2c1=O | 4 | 1.0 | 0.1 | -5
O=C(Nc1ccc2oc(-c3ccc(F)cc3)nc2c1)c1ccc(F)cc1 | 0 | 0.1 | 0.0 | 0
COc1ccccc1Nc1ccc(NC(=O)COc2ccc(C#N)cc2)cc1 | 3 | 1.2 | -0.2 | 4

Later entries
SMILES | TEAD-YAP inh | GPR151 ag | FBW7 activator | MITF primary
COC(=O)C(C)NC(=O)C(Cc1c[nH]c2ccccc12)NC(C)=O (stereo not given) | 5 | 0.2 | 0.8 | 2
Cc1cc(NC(=O)CSc2nc3ccccc3c(=O)n2Cc2ccco2)n[nH]1 | -1 | -1.0 | 0.1 | 12
Cc1ccc(NS(=O)(=O)c2c(C)nc3sccn3c2=O)cc1C | 1 | -1.3 | 0.3 | 5
CC1(C(=O)O)NCCc2cc(O)c(O)cc21 (stereo not given) | · | 0.0 | -0.4 | 66*
Nc1nc(N2CCN(Cc3ccccc3)CC2)nc(N2CCCCCC2)c1[N+](=O)[O-] | -11 | -0.5 | 0.1 | 20
CC(C)(C)NS(=O)(=O)c1ccc(NC(=O)C2CC2)cc1 | 2 | -1.8 | 0.1 | 18
CC1(C)CC(=O)C2=C(C1)N(Cc1ccccc1)C(N)=C(C#N)C2c1ccc(Cl)cc1 (stereo not given) | -9 | -0.2 | 0.0 | -1
Cc1occc1C(=O)Nc1ccc2c(c1)OCCO2 | -8 | -6.9 | -0.1 | -20
COc1ccc(-c2cc(C(F)(F)F)n3nc(C(=O)Nc4cccc(Cl)c4Cl)c(Cl)c3n2)cc1 | -10 | -0.5 | 0.0 | 2
CCCCN(CCCC)CC(O)CN(c1ccccc1OC)S(=O)(=O)c1ccc(C)cc1 (stereo not given) | -9 | 0.4 | -0.1 | 3
O=C(Nn1c(-c2cccc(Cl)c2)nc2ccccc2c1=O)c1cccnc1 | -2 | 0.5 | 0.4 | 18
COc1ccccc1/C=C1/Sc2ccc(C(=O)NC3CCCC3)cc2N(C)C1=O | 0 | 3.2 | -0.1 | -11
N[C@H]1CC[C@@H](C(=O)Nc2ccc3cnccc3c2)C1 | 36* | -0.2 | 0.3 | 7
N#CC1=C(SCC(=O)Nc2nccs2)NC(=O)CC1c1cccs1 (stereo not given) | 5 | -1.6 | 0.0 | 5
COc1ccc(C2C=C(Nc3ccc(F)cc3)C(=O)N2c2ccc(F)cc2)cc1OC (stereo not given) | -11 | -1.6 | 0.1 | 23
CCOc1ccc(S(=O)(=O)Oc2ccc(Cl)cc2)cc1 | 1 | -1.3 | 0.4 | -27
Cc1[nH]nc2c1C(c1cc3c(cc1[N+](=O)[O-])OCO3)C(C#N)=C(N)O2 (stereo not given) | 4 | -0.2 | 0.0 | 18
CSc1nc(N)nc(SCC(=O)Nc2nc(C)cs2)c1C#N | -50 | -0.2 | -0.1 | 3

Gathered by group, the compounds so far with two or more sulfur atoms (10)
SMILES | TEAD-YAP inh | GPR151 ag | FBW7 activator | MITF primary
CC1CN(S(=O)(=O)c2ccc(C(=O)Nc3cccc(-c4nc5ccccc5s4)c3)cc2)CC(C)O1 (stereo not given) | -11 | -0.9 | 0.9 | 17
COc1ccc(N=c2ssc3c2-c2ccc(C)cc2NC3(C)C)c(OC)c1 | -4 | -0.7 | -0.1 | 2
CCc1nnc(NC(=O)CSc2ccc(-c3ccc(F)cc3)nn2)s1 | 2 | -0.4 | 0.6 | 1
CCc1cccc2sc(NC(=O)c3ccccc3S(C)(=O)=O)nc12 | -1 | 0.5 | -0.1 | 1
O=C(CNS(=O)(=O)c1cccs1)N1CCCCC1 | -25 | -0.4 | 0.2 | 11
O=C1N=C(N2CCN(c3ccccc3)CC2)S/C1=C/c1cccs1 | -7 | 0.2 | 0.0 | -4
Cc1ccc(NC(=O)CC2S/C(=N/c3nccs3)N(C)C2=O)cc1C (stereo not given) | 3 | 0.7 | -0.1 | -4
Cc1ccc(NS(=O)(=O)c2c(C)nc3sccn3c2=O)cc1C | 1 | -1.3 | 0.3 | 5
N#CC1=C(SCC(=O)Nc2nccs2)NC(=O)CC1c1cccs1 (stereo not given) | 5 | -1.6 | 0.0 | 5
CSc1nc(N)nc(SCC(=O)Nc2nc(C)cs2)c1C#N | -50 | -0.2 | -0.1 | 3

Screening data from PubChem BioAssay.
